Screening results (PubChem BioAssay)
M18AAP inhibitor = PfM18AAP inhibitors, malaria aminopeptidase, primary screen, biochemical, QFRET, recombinant enzyme; M18 aspartyl aminopeptidase (Plasmodium falciparum 3D7); H-Glu-NHMec fluorogenic cleavage; inhibition, % at 7.35 µM; 1.2% of 290,000 active; AID 1822, 2009;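 active means inhibition above the campaign mean inhibition over all tested compounds plus 3 SD, cut at about 28% in these data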;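 further: 0% = plate median of test compound wells and 100% = 2 mM ZnCl2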
NALP1 yeast inh = NALP1 inflammasome inhibitors in reconstituted yeast, colorimetric, S. cerevisiae, triplicate retest; 0.61% of 280,000 active; S. cerevisiae NALP1/ASC/caspase-1 growth, X-gal OD620, 72 h; inhibition, % at 10 µM; AID 2071, 2009; in the data active means inhibition mostly above about 24%, no sharp cut-off; inactive means mostly below about 32%; further: some compounds called inactive have numbers as strong as hits
OXTR potentiate = human OXTR potentiators, primary screen, fluorescence, CHO-OTR cells, Fluo-8 calcium. Oxytocin receptor (Homo sapiens), P30559. Fluo-8 calcium fluorescence, potentiator mode; 0% = oxytocin EC15, 100% = EC100. activation, % at 3 µM. 0.061% of 320,000 active;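 active means activation above that plate's cutoff, the mean activation of tested compounds plus 3 SD, cut at about 6.6% in these data, passing the limit was not always enough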;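 further: 100% uses oxytocin at 75 nM as the full agonist control; some results filed as inactive read as strong as hits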
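Assay system: CHO cell line stably expressing human OTR. Reagent: EC15 oxytocin agonist. Dosing: single dose, 3.0 µM nominal final compound concentration. Timing: compound 6 min at room temperature before oxytocin, 100 s read. Signal: kinetic Fluo-8 calcium fluorescence. Controls: oxytocin EC15 low and EC100 high.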
GalR3 antagonist = GalR3 antagonists in HEK293 cells, primary screen, cell-based, fluorescence readout. Galanin receptor type 3 (Homo sapiens), O60755. HEK293 GalR3-CNG cAMP membrane potential fluorescence; galR3 body fused to GalR1 C-terminus. inhibition, % at 3 µM. 0.44% of 360,000 active. AID 651719, 2012;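 active means inhibition above the screen-wide average plus 3 SD, cut at about 13% in these data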;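 further: forskolin and galanin both at EC90 stimulate the cells; cAMP rise reported by CNG channel membrane potential dye signal; 0% = forskolin plus galanin with DMSO and 100% = forskolin alone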
Target sequence (O60755 1-299 limits assumed): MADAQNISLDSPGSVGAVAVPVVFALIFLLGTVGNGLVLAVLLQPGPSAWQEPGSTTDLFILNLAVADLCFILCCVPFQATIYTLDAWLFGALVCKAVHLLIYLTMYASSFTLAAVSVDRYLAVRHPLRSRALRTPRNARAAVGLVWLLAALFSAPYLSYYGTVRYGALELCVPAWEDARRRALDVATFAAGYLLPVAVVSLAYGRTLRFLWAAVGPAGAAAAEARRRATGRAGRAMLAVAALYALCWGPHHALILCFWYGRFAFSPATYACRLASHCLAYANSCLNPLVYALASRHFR
MEKK2 mut-MEK5 = MEK5 binding signal on mutant MEKK2 PB1, primary screen, biochemical, multiplex bead flow cytometry, Alexa488-MEK5. Alexa488-MEK5 binding to MEKK2 mutant. percent response, % at 10 µM. 0.35% of 290,000 active. AID 1530, 2009; in the data active means percent response above about 24%, passing the limit was not always enough; further: inactives centre near 1; some results filed as inactive read as strong as hits
V1aR counter = agonists of human V1a receptor, primary screen, counter-screen for OXTR agonist project, fluorescence, CHO-V1R cells; 0.25% of 320,000 active; activation, % at 3 µM; Vasopressin V1a receptor (Homo sapiens), P37288; Fluo-8 calcium fluorescence, agonist mode; 0% DMSO, 100% 3 nM vasopressin;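 active means activation above the mean activation of all tested compounds plus 3 SD, per screening run, cut at about 20% in these data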;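 further: signal is peak over basal fluorescence ratio across a 100 second FLIPR read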
Target sequence (P37288 whole entry, looked up): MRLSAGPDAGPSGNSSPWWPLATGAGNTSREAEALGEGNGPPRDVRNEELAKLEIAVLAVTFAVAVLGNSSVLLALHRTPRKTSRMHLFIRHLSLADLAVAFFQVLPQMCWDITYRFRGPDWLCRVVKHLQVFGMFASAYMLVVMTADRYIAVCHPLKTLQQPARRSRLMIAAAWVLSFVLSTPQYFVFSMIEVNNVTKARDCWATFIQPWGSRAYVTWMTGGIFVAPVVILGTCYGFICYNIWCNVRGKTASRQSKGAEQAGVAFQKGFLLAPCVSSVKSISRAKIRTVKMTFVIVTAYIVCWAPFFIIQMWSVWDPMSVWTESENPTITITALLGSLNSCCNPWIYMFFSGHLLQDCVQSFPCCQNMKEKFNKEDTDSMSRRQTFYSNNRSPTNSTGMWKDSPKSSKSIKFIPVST
GPR7 antag = GPR7 receptor antagonists, primary screen, cell-based, fluorescence, single concentration | Neuropeptides B/W receptor type 1 (Homo sapiens), P48145 | GPR7-expressing cells, fluorescence antagonist assay | inhibition, % at 4.4 µM | 1.1% of 290,000 active | AID 1861, 2009; in the data active means inhibition above about 16%, passing the limit was not always enough;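 further: cells stimulated with the agonist NPW; 0% = agonist with vehicle and 100% = vehicle without agonist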
Target sequence (P48145 whole entry, looked up): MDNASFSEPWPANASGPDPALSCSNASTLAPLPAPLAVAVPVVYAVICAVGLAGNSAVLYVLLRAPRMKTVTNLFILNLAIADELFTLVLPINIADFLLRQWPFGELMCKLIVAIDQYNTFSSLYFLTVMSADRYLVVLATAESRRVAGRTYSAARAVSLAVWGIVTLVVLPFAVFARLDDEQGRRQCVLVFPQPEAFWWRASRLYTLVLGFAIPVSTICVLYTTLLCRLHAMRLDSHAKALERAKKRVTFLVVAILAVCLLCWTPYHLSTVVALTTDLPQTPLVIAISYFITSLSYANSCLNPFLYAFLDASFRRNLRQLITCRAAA
OXTR ag = human OXTR agonists, primary screen, fluorescence, CHO-OTR cells, Fluo-8 calcium. Fluo-8 calcium fluorescence; normalized: DMSO 0%, oxytocin 100%. activation, % at 3 µM. 0.32% of 320,000 active. AID 2435, 2010;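 active means activation above the mean of all tested compounds plus 3 SD, cutoff set per screening run, cut at about 20% in these data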;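 further: peak over basal fluorescence ratio from a 100 s FLIPR kinetic read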
MEKK2 WT-MEK5 = modulators of MEK5 binding to wildtype MEKK2, primary screen, biochemical, multiplex bead flow cytometry, Alexa488-MEK5 | Mitogen-activated protein kinase kinase kinase 2 (Homo sapiens), Q9Y2U5 | Alexa488-MEK5 binding to MEKK2 WT; actives lie on both sides | binding response (% of control), % at 10 µM | 1.1% of 290,000 active | AID 1531, 2009; in the data active means binding response below about 67% or above about 130%
Starred values were filed as active, the others as inactive; x = not tested or not shown; [ ] = remark or other dose.

SMILES	M18AAP inhibitor	NALP1 yeast inh	OXTR potentiate	GalR3 antagonist	MEKK2 mut-MEK5	V1aR counter	GPR7 antag	OXTR ag	MEKK2 WT-MEK5
CCC[C@@H](NS(=O)(=O)c1ccc(C)cc1)C(=O)Oc1ccc2c3c(c(=O)oc2c1)CCC3	5	12	-6	-2	6	5.0	-10	1.4	103
CCOC(=O)Cn1nc(-c2ccc(C)cc2)c2ccccc2c1=O	2	5	-3	2	-9	-1.5	4	-2.1	88
O=C(Nc1ccccc1Cl)c1cccc(NC(=O)C2CCCC2)c1	5	x	0	-9	15	-0.3	-7	-0.9	109
COc1ccc(OC)c(N/C(=N/C(=S)Nc2ccccc2)Nc2nc(C)cc(C)n2)c1	-6	45	1	1	-49	-0.9	-15	-1.1	54
C=CCSc1nnc(Cc2c(C)[nH]c3ccccc23)o1	0	-8	-1	2	0	-0.3	2	-0.2	99
CCc1nn(CC(=O)NCCN2CCN(C)CC2)c(=O)c2cc3c(OC)cccc3n12	6	7	7	-2	7	0.5	-10	-1.0	98
CCn1nc(C)c(NC(=O)/C=C/c2cnn(C)c2C)c1C	-2	-14	0	-6	4	0.9	-14	0.7	104
CC(C)C(NC(=S)NCc1ccccc1)C(=O)O (configuration not stated)	-7	20	-7	-6	-10	1.1	-5	0.1	43*[inhibitor]
Cc1ccc(N(Cc2ccc([N+](=O)[O-])cc2)C(=O)c2ccco2)cc1C	-2	26	-2	-13	1	0.7	1	-3.0	103
CC(C)CN(C(=O)COc1ccc2ccc(=O)oc2c1)C1CCS(=O)(=O)C1 (configuration not stated)	-8	10	-5	1	3	0.3	10	-0.5	104
Cc1nn(Cc2ccc([N+](=O)[O-])cc2)c(=O)n1-c1cccc(F)c1	-2	-1	-4	-4	-8	0.7	-8	3.1	91
CN(CCOc1ccccc1)C(=O)c1cc(-c2ccco2)nc2ccccc12	x	x	-10	8	x	2.0	x	-0.4	x
Cc1cccc(C)c1NC(=S)/C(=C(\[O-])c1cccs1)[n+]1ccccc1	2	12	-1	6	-2	1.4	-5	0.5	91
CCOc1ccc(S(=O)(=O)N2CCCCC2)cc1NS(=O)(=O)c1cccs1	x	x	-2	-7	x	0.1	x	-0.1	x
c1ccc(Cn2ncc3c(NCc4ccco4)ncnc32)cc1	1	-12	0	-4	2	-0.6	4	1.6	101
CC(=O)Nc1c2c(nn1-c1ccc(C)cc1)CSC2	7	13	4	5	-1	-0.3	-11	-0.6	97
Cn1ccnc1/C(=N\NC(=O)c1ccc(O)cc1)c1cccc([N+](=O)[O-])c1	8	16	0	-8	-11	1.2	-16	-0.4	94
O=C(Nc1ccccc1)c1sc2cc(C(F)(F)F)cnc2c1-c1cccs1	4	8	-6	-5	-5	-0.4	-14	0.0	94
Cc1ccc(NCc2nc3ccccc3n2C)c(C)c1	2	-2	-5	-12	5	-0.5	-4	-1.4	103
O=C(C[C@@H]1C/C=C\CC[C@H](Cc2ccc(F)cc2)C(=O)OC[C@@H](Cc2ccccc2)NC1=O)NCCO	x	x	-2	-7	x	0.7	x	0.7	x
Cc1c(NC(=S)N/N=C/c2cc([N+](=O)[O-])ccc2O)c(=O)n(-c2ccccc2)n1C	28	4	0	-9	-2	1.4	3	2.9	103
CCOc1ccccc1NC(=O)c1ccc(S(=O)(=O)N(C)C)cc1	-7	41*	1	-5	-4	2.7	5	1.1	96
O=C(COC(=O)c1cccc2ccccc12)NCCCc1ccccc1	-5	20	2	-5	-2	0.2	4	-1.1	100
CN(c1ccc(C(=O)Nc2ccc(Cl)cn2)cc1)S(=O)(=O)c1ccccc1	-1	8	-11	-7	2	3.4	-3	2.1	104
CC(=O)OCC1OC(OC(C)=O)C(NC(=O)c2cccnc2)C(OC(C)=O)C1OC(C)=O (configuration not stated)	-4	27	-7	1	-2	1.0	-4	-0.1	96
CCN1CCN(c2c(Cl)cccc2NC(=O)c2cc3ccccc3o2)CC1	2	14	-6	-7	6	-0.8	-14	-0.6	116
Cc1c(NCc2ccccc2O)c(=O)n(-c2ccccc2)n1C	5	38*	2	-4	-1	0.4	-10	2.1	101
O=C(O)C1C2C=CC(C2)C1C(=O)Nc1ccc(C(=O)N2CCCCC2)cc1 (configuration not stated)	4	28	0	-4	x	0.6	-15	0.8	x
CCc1ccc2c(CN3CCN(S(=O)(=O)c4ccc5c(c4)OCCO5)CC3)cc(=O)oc2c1	-6	2	-12	-2	2	1.4	-14	-2.0	99
NC(=O)COC(=O)C1CSC2(c3ccc(F)cc3)CCC(=O)N12 (configuration not stated)	-4	3	-1	-8	-3	2.4	3	2.5	102
O=C1CN(C(=O)c2ccc(Cl)c(S(=O)(=O)N3CCc4ccccc43)c2)c2ccccc2N1	-3	x	-15	-5	7	4.5	-9	-1.0	106
O=C1OCC2=C1C(c1ccccc1)CC(=O)N2c1cccc(F)c1 (configuration not stated)	-3	4	-8	-3	-2	1.2	7	4.4	101
O=C1CCCC2=C1Sc1ccc(Cl)cc1N2	30*	x	-1	2	-10	1.6	13	1.7	97
Cc1cccc(C)c1NC(=O)COC(=O)C1Cc2ccccc2CN1C(=O)c1ccccc1 (configuration not stated)	-2	37	-6	-1	-1	0.7	5	-0.3	100
N#C/C(=N\Nc1ccc(Cl)cc1)C(=O)c1ccccc1	17	21	-23	-3	-3	8.7	1	19	97
COc1ccccc1NC(=O)CN(c1ccccc1)S(=O)(=O)c1ccccc1	-2	11	-14	-5	4	0.1	-11	-2.9	109
COc1cc(C(=O)Nc2ccc3c(c2)OCCO3)c(-n2cnnn2)cc1OC	2	14	-1	-4	-1	-0.1	-2	-0.2	96
CCN(CC)c1ccc(/C=N/NC(=O)c2cccc(S(=O)(=O)Nc3ccccc3OC)c2)c(O)c1	13	37	-5	1	4	1.1	-19	0.5	111
CCC(C(=O)NCCc1ccco1)n1nc(C)c2c(C)n(-c3ccccc3)nc2c1=O (configuration not stated)	5	23	-2	1	3	-0.7	-6	-1.3	102
CCOC(=O)c1cn(CC)c2c(ccc3ccccc32)c1=O	0	7	0	-5	-2	-0.8	-4	-1.4	97

Three compounds out of the list above, ordered by the value under GalR3 antagonist, smallest number first.
canonical_smiles,GalR3 antagonist
CCN1CCN(c2c(Cl)cccc2NC(=O)c2cc3ccccc3o2)CC1,-7
CCC[C@@H](NS(=O)(=O)c1ccc(C)cc1)C(=O)Oc1ccc2c3c(c(=O)oc2c1)CCC3,-2
CC(=O)OCC1OC(OC(C)=O)C(NC(=O)c2cccnc2)C(OC(C)=O)C1OC(C)=O (configuration not stated),1

Going on with the list.
SMILES	M18AAP inhibitor	NALP1 yeast inh	OXTR potentiate	GalR3 antagonist	MEKK2 mut-MEK5	V1aR counter	GPR7 antag	OXTR ag	MEKK2 WT-MEK5
C=CCn1c2ccccc2c(=O)c2cc(C#CC3(O)CCCCC3)ccc21	4	-3	-7	-10	-5	-0.6	46*	-1.5	92
O=C(NC1CCCCC1)c1cccc2c1C(=O)c1ccc(-c3ccc(OC(F)(F)F)cc3)cc1S2(=O)=O	x	x	-3	-7	x	1.3	x	0.2	x
CCn1c(SCC(=O)NNC(=O)Cc2ccccc2)nnc1-c1ccncc1	3	-4	-3	-2	-4	0.2	-6	0.0	101
Clc1ccc(-c2ccc(CN3CCCCC3)o2)cc1	1	-13	1	-2	17	1.1	-12	2.4	114
CCCCCN1CSC(=S)N(Cc2ccccc2)C1	-3	44	-5	-2	4	-0.3	-6	1.1	109
CC(Oc1ccc(Cl)cc1Cl)C(=O)NNC(=O)c1ccncc1 (configuration not stated)	x	x	-2	-2	x	0.2	x	0.8	x
CCOc1ccc(OCC)c(NC(=O)CN(c2ccc(C)cc2)S(=O)(=O)c2c(C)noc2C)c1	3	3	-16	-1	8	0.6	8	-1.7	107
CN1C(=O)C2C(c3ccc(N(C)C)cc3)=NN(Cc3ccccc3)C2C1=O (configuration not stated)	8	-18	-12	4	-2	-0.7	-7	-1.0	98
Cc1ccc(NC(=O)CSc2nc3c(c(=O)[nH]2)CCCC3)cc1C	7	-22	0	-1	5	5.2	-10	2.2	106
Cc1ccccc1C(=O)N1CCC(C(=O)N(CC(C)C)c2c(N)n(CC(C)C)c(=O)[nH]c2=O)CC1	x	x	0	-2	x	0.4	x	1.0	x
O=C(O)c1ccc(N=c2oc3cc(O)ccc3cc2C(=O)NCc2ccccc2)cc1	3	7	-33	7	-8	0.3	-9	0.3	87
O=C(NCc1ccc(F)cc1)C(c1cccs1)N(C(=O)c1csnn1)C1CC1 (configuration not stated)	2	-23	-2	-4	2	0.1	-13	-0.4	98
Cc1ccc(C)n1CCN1CCN(C(=O)CSc2nc3ccccc3nc2N2CCOCC2)CC1	9	0	-15	-2	4	-1.1	0	-1.1	111
CC(=O)N1CCc2c(sc(NC(=O)CCS(=O)(=O)c3ccc(C)cc3)c2C#N)C1	x	x	-2	-5	x	-0.3	x	0.6	x
COc1ccccc1N1CCN(C(=O)CSc2nc3ncnc(N)c3[nH]2)CC1	-9	8	-6	0	2	-0.4	-4	-0.6	103
CC(=O)Nc1cc(C(=O)OCC(=O)c2ccc(Cl)cc2Cl)ccc1C	-3	1	-7	-3	5	2.3	3	1.0	101
COc1cc(C)c(-c2cc(C(=O)O)c(C)o2)cc1C(C)C	3	17	-7	-2	-7	0.7	-16	-0.4	90
CCCCNC(=O)COC(=O)CCC(=O)c1ccc(F)cc1	-6	-32	-4	0	-1	0.6	3	0.0	95
Cc1cc(/C=C2/SC(=S)N(c3cccc(Cl)c3)C2=O)c(C)n1-c1cccnc1	10	x	-18	90*	-2	10	-3	12	87
O=C(CSc1nnc2scc(-c3ccccc3)n12)Nc1ccc2c(c1)OCCO2	4	3	-2	-7	-5	-1.3	-13	-2.2	88
O=S(=O)(Nc1ccc(Cl)nn1)c1ccccc1	-2	-1	-3	-5	-5	15	0	1.3	96
COc1ccc(OC)c2c1sc(=NC(=O)C1CC1)n2C	1	3	2	4	-10	-0.9	-4	-2.7	92
Cc1ccnc(N2CCCC(C(=O)NCc3cccs3)C2)n1 (configuration not stated)	-5	-1	-13	-6	-2	1.4	-9	-1.8	100
Cn1cnnc1Sc1cc(N2CCN(S(=O)(=O)c3ccc4ccccc4c3)CC2)ccc1[N+](=O)[O-]	-3	14	0	-11	-5	-1.5	1	-2.1	97
Clc1nc(-c2ccccc2)cc(-c2ccccc2)n1	-2	5	-3	5	13	-0.7	-3	-1.7	103
O=C(Nc1cccnc1)Nc1ccc(Cl)cc1Cl	3	13	-5	-7	3	1.9	-13	-0.5	107
COCCNC(=O)[C@@]1(C)C=C[C@@H](Cc2ccccc2)N1C(=O)c1ccccc1	-8	20	-11	-2	-5	0.7	4	-0.7	98
